# Tau fibril ThT: inhibitors of human tau fibril formation, thioflavin T binding | recombinant tau K18 P301L, heparin-induced fibrillization, ThT fluorescence | Potency, µM (doses to about 57.4 µM), without a hit: at the top dose activity, negative = inhibition, hits mostly inhibitors | hit rate 2.1% among 270,000; also: % is scaled to controls: 0 for no effect and ±100 for the full control effect; nearly all actives have a fitted effect of over 55% in size
# Target sequence (P10636 561-689 P618L limits assumed): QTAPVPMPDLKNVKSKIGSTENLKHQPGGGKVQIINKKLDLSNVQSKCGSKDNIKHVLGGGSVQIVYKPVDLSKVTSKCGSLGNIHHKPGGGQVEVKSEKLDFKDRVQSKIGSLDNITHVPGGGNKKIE
#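 In this qHTS, human K18 P301L tau is incubated with compound and heparin for 6 hr at 37 C, and Thioflavin T fluorescence then reports fibril load.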
# RECQ1 helicase: inhibitors of human RECQ1 DNA helicase | RECQ1 DNA unwinding, red fluorescence kinetic read | Potency, µM (titrated, usually from 57.3 µM), inactives show at the highest dose activity, negative = inhibition, most hits filed as inhibitors | AID 2549 | hit rate 0.54% among 240,000;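 also: plate controls were vehicle for no effect and no enzyme for full effect; nearly all actives have a fitted effect of over 30% in size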
#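 50 nM RECQ1T1 preincubated 15 min with compound in Tris pH 8.0 buffer with MgCl2, DTT, Tween-20 and 2.5 ug/ml poly(dI-dC); started with 200 nM TAMRA/BHQ-2 forked duplex and 2 mM ATP. Unwinding read as fluorescence (525/598 nm), two reads 2 h apart.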
# L3MBTL1 inh: inhibitors of human L3MBTL1. AlphaScreen L3MBTL1–H3K9me1 peptide binding. Potency, µM (highest dose often 57.1 µM), for the others: top-dose activity, negative = inhibition, actives largely listed as inhibitors. AID 485360. hit rate 0.66% among 230,000; also: % is scaled to controls: 0 for no effect and ±100 for the full control effect; nearly all actives have a fitted effect of over 60% in size
# Target sequence (Q9Y468 whole entry, looked up): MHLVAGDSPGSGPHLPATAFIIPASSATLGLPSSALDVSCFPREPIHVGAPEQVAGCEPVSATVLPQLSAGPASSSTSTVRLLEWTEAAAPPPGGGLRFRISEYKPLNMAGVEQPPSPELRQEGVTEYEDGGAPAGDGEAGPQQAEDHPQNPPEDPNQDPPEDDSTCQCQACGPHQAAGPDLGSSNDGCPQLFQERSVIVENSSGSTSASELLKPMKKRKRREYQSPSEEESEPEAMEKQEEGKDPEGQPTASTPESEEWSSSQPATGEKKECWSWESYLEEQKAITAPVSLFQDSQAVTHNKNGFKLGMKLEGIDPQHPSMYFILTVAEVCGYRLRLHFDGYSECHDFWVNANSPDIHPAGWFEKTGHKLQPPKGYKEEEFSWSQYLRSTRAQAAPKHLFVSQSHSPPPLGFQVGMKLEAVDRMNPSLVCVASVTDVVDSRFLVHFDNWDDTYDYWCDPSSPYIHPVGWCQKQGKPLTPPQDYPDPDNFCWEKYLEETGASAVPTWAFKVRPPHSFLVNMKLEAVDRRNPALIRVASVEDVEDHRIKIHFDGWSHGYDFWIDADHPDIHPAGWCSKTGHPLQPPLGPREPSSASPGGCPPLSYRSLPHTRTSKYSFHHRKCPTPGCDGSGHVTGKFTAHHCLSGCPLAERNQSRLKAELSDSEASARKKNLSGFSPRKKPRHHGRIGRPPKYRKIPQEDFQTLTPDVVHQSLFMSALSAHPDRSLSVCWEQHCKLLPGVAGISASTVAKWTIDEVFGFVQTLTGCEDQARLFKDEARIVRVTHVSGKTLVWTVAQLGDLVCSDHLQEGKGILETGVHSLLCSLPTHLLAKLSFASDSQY
#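 Displacement of a biotinylated histone H3(1-15) peptide monomethylated at Lys9 (75 nM) from L3MBTL1 (50 nM) was measured by AlphaScreen after a 30 min room-temperature compound incubation; cefsulodin titration served as intraplate control.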
# HTT cytoprotect: protects HTT-Q103 PC12 cells, measured by ATP; PC12 HTT-Q103 induced, cytoprotection, ATP luminescence, 40 h; Potency, µM (titrated, usually from 56.4 µM), inactives show cytoprotection (ATP increase), usual class: activators; hit rate 0.14% among 230,000;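 also: % of control where 0% means no effect; nearly all actives have a fitted effect of over 45% in size; toxic huntingtin expression switched on by the ecdysone agonist tebufenozide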
#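 ATP quantification (ATPlite) reports survival of PC12 cells in which tebufenozide, 100 nM final, switches on Htt exon 1 with 103 glutamines linked to GFP; compounds are titrated.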
# TRb-SRC2 inh: disrupts binding of human TR beta to SRC2 | Potency, µM (top dose mostly 106 µM), for the others: top-dose activity change, negative = inhibition, actives largely listed as inhibitors | TRbeta-SRC2 peptide binding, fluorescence polarization; receptor liganded with 1 µM T3 | P10828 | AID 1469 | hit rate 0.065% among 280,000;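 also: plate controls were bound peptide for no effect and peptide without receptor for full effect; nearly all actives have a fitted effect of over 50% in size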
#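 Each compound concentration gave % activity, normalized to unbound and bound Texas Red SRC2 controls, from polarization read after 5 hr ambient incubation with T3-loaded human TRb LBD.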
# TexasRed fluor: alters Texas Red total fluorescence, flagging assay interference. TRb/SRC2 Texas Red total fluorescence interference. hit rate 0.29% among 280,000. AID 1479. Potency, µM (doses to about 106 µM), inactives show at the top dose fluorescence change, negative = quenching; active = well fitted curve in either direction with a large enough effect; inconclusive = small, poorly fitted or top-dose-only effect; also: % is scaled to controls: 0 for no effect and ±100 for the full control effect
#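 Flags fluorescent or light-absorbing compounds by total fluorescence, S + 2P, at 555 nm excitation and 632 nm emission. Mixture: 20 nM Texas Red SRC2 peptide, 0.6 uM human TRb LBD, 1 uM T3, 5% DMSO; compound exposure 5 h at ambient temperature.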
# Tau fluor counter: counter-screen for tau fibril formation inhibitors. Potency, µM (titrated, usually from 57.7 µM), for the others: at the top dose activity change, negative = decrease. tau K18 P301L Alexa594 fluorescence, heparin fibrillization. hit rate 0.93% among 280,000; also: % is scaled to controls: 0 for no effect and ±100 for the full control effect; nearly all actives have a fitted effect of over 55% in size
#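 Human tau K18 P301L (15 uM unlabeled, 0.24 uM Alexa 594-labeled) in 100 mM sodium acetate pH 7 with 20 uM heparin, 6 hr at 37 C. ThT 30 uM added, 1 hr ambient; Alexa 594 FP and total fluorescence read at 555/632 nm.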
# Tau fibril FP: blocks human tau fibril formation measured by polarization; Potency, µM (titrated, usually from 57.7 µM), without a hit: top-dose activity, negative = inhibition, most hits filed as inhibitors; hit rate 0.39% among 280,000; K18 P301L tau heparin fibrillization, Alexa594 FP, 6 h; also: % is scaled to controls: 0 for no effect and ±100 for the full control effect; nearly all actives have a fitted effect of over 55% in size
#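 FP of Alexa 594-tau after heparin (20 uM) induction. Substrate: human K18 P301L, 15 uM unlabeled, 0.24 uM labeled. Buffer 100 mM sodium acetate pH 7. 6 hr, 37 C.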
# * marks the source's active call; other numbers are inactive results; i = inactive; ? = inconclusive; / = no result given; [ ] = remark or other dose. Unless noted, calls follow the shape of the dose curve; as a rule, active = well fitted curve in the direction sought with a large enough effect; inconclusive = small, poorly fitted or top-dose-only effect, or another doubt; inactive = no such curve, though single readings can be large; an effect the other way counts as inactive or inconclusive. Potency is read from the fitted curve at half-maximal effect. An excerpt; count on the stated rates, not on these rows.
SMILES,Tau fibril ThT,RECQ1 helicase,L3MBTL1 inh,HTT cytoprotect,TRb-SRC2 inh,TexasRed fluor,Tau fluor counter,Tau fibril FP
CC1CCCCN1c1c(S(=O)(=O)c2ccc(Cl)cc2)cnc2ccccc12 (stereo unspecified),-10%,/,/,/,-1%,0%,-17%,-3%
COc1cccc(NC(=O)CSc2nc3c([nH]c4ccccc43)c(=O)n2-c2ccccc2)c1,-4%,/,/,/,-5%,-1%,?,-18%
CCOC(=O)c1ccc(NC(=O)c2c(NC(=O)CCC(=O)O)sc3c2CCCCC3)cc1,?,i,-14%,-22%[10 µM],0%[53 µM],0%[53 µM],-2%,-15%
COc1ccc(N2CCN(c3cc(C)c4cccc(C)c4n3)CC2)cc1,?,?,-20%,-17%,-1%,-1%,?,8%
CCC(CC)C(=O)NC12CC3CC(CC(C3)C1)C2,3%,-2%,/,20%,6%,-1%,6%,4%
O=C1CSC2(C(=O)N(Cc3ccccc3)c3ccccc32)N1c1ccc(Cl)cc1 (stereo unspecified),-13%,/,/,/,5%,1%,-3%,-13%
CCOC(=O)/C(=N\Nc1cc(Cl)ccc1Cl)N1CC(C)OC(C)C1 (stereo unspecified),-2%,-3%,/,24%[10 µM],4%,-1%,-10%,-1%
O=C(Cn1c(=O)n(Cc2ccc(C(=O)NCc3ccc4c(c3)OCO4)cc2)c(=O)c2ccccc21)Nc1cccc(Cl)c1,5%,/,/,/,4%,?,-12%,?
COc1ccc(Cc2noc(COc3ccc(Cl)cc3)n2)cc1,?,-17%,/,0%,6%,-2%,-23%,-3%
O=C1c2ccccc2C(=O)N1CCc1nc(-c2ccncc2)no1,-10%,-9%,/,16%,-1%,-1%,-10%,-1%
COc1ccccc1NC(=O)CSC1CC(=O)N(c2ccc3c(c2)OCO3)C1=O (stereo unspecified),?,20%,/,1%[0.074 µM],-3%,-5%,-14%,-2%
O=C(O)/C=C\C(=O)Nc1ccc(Oc2ccccc2)cc1,-5%,-1%,0%,-21%,-6%,-1%,1%,4%
CC1=C(C(=O)Nc2ccccc2)C(c2cccs2)n2nc(SCc3ccccc3)nc2N1 (stereo unspecified),2%,/,/,/,3%,-1%,-3%,-14%
COc1ccc(NC(=O)C/C(C)=N/NC(=O)C(=O)NC(C)C)c(OC)c1,-8%,i,-3%,/,7%,3%,1%,3%
C=CCn1c(SCC(=O)NC23CC4CC(CC(C4)C2)C3)nc2cc(C(=O)O)ccc2c1=O,-8%,0%,6%,4%,-5%,-3%,-8%,-13%
COc1ccc(CCN=C(N)NS(=O)(=O)c2ccc(C)c(C)c2)cc1,-9%,0%,/,-8%,1%,-2%,-17%,-3%
Cc1cc2nc3c(c(C(F)(F)F)n2n1)CCCC3,-6%,i,-4%,34%[10 µM],5%[53 µM],-1%[53 µM],-4%,4%
O=C(NCc1ccc2c(c1)CCN2C(=O)c1ccccc1)c1ccccc1,4%,/,/,/,1%,2%,-9%,0%
CCNC(=S)Nc1sc2c(c1C#N)CCC(C)C2 (stereo unspecified),-3%,i,10%,13%[10 µM],1%,-4%,-6%,-2%
Cc1cc(C)c(OCCCON2C(=O)CCC2=O)c(Br)c1,-11%,5%,8%,8%[10 µM],0%,-1%,-8%,-4%
COC(=O)CC1SC(=O)NC1=Nc1ccc(O)cc1 (stereo unspecified),-6%,i,1%,2%,2%,2%,-3%,1%
Cc1ccc(C2=Nc3ccc(Br)cc3C(c3ccncc3)=NN2)cc1,10%,15%,-20%,-1%[10 µM],-2%,-1%,12%,4%
CCS(=O)(=O)N1CCc2cc(C(=O)NCCc3ccc(OC)c(OC)c3)ccc21,-13%,/,/,/,5%,-1%,-3%,-3%
COc1ccc(C(C(=O)NCc2ccccc2)N(Cc2ccco2)C(=O)c2cnccn2)cc1 (stereo unspecified),-4%,-11%,5%,1%[10 µM],-2%,0%,0%,6%
COc1ccc(NC(=O)c2cc3ccccc3o2)c(OC)c1,-12%,/,/,/,-4%,-3%,-11%,-2%

# Reprinted from above for reference:
SMILES,Tau fibril ThT,RECQ1 helicase,L3MBTL1 inh,HTT cytoprotect,TRb-SRC2 inh,TexasRed fluor,Tau fluor counter,Tau fibril FP
CCOC(=O)c1ccc(NC(=O)c2c(NC(=O)CCC(=O)O)sc3c2CCCCC3)cc1,?,i,-14%,-22%[10 µM],0%[53 µM],0%[53 µM],-2%,-15%
COc1ccc(N2CCN(c3cc(C)c4cccc(C)c4n3)CC2)cc1,?,?,-20%,-17%,-1%,-1%,?,8%
CCC(CC)C(=O)NC12CC3CC(CC(C3)C1)C2,3%,-2%,/,20%,6%,-1%,6%,4%

# New compounds follow
SMILES,Tau fibril ThT,RECQ1 helicase,L3MBTL1 inh,HTT cytoprotect,TRb-SRC2 inh,TexasRed fluor,Tau fluor counter,Tau fibril FP
Cc1ccc(OCC(=O)N(C)CCc2ccccn2)cc1,-9%,-13%,0%,1%,-5%,1%,-7%,-4%
CC1CCC(NC(=O)Cn2ncc3c4ccccc4n(Cc4ccc(Cl)cc4)c3c2=O)CC1 (stereo unspecified),-2%,/,/,/,6%,-2%,0%,4%
COc1ccc(Nc2nnc(C)c3ccccc23)cc1C(N)=O,-17%,-3%,2%,-32%,5%,-7%,3%,2%
COc1ccc(N2C(=O)NC(NS(=O)(=O)c3ccc(Cl)cc3)(C(F)(F)F)C2=O)cc1 (stereo unspecified),?,/,/,/,-19%[53 µM],-82%[53 µM],-21%,-5%
CCCN1C(=O)CN(C2CCCCCC2)C(=O)C1c1ccc(C)cc1 (stereo unspecified),-8%,-5%,6%,-20%,0%,0%,-9%,-2%
CC(=O)Nc1ccc(S(=O)(=O)Oc2ccccc2N2CCCCC2)cc1,/,-11%,/,-3%[10 µM],-4%,-2%,?,?
COc1cc(NC2c3ccccc3C(=O)N2c2ccc(C)cn2)cc(OC)c1OC (stereo unspecified),6%,-13%,13%,7%[10 µM],-1%,0%,0%,5%
O=C(Cn1c2ccccc2c(=O)c2ccccc21)N/N=C/c1cc([N+](=O)[O-])ccc1N1CCCCCC1,-6%,-5%,2%,-33%,-9%,-3%,-12%,-4%
COc1ccc(C(=O)N2CCc3ccccc32)cc1,-2%,-3%,-1%,18%[10 µM],-10%,-1%,2%,7%
COc1ccc(/C=N/NC(=O)c2cnccn2)cc1O,-10%,-16%,4%,-5%[10 µM],0%,-2%,2%,5%
NC(=O)c1nsc(C(=O)N(CC(=O)NCc2ccco2)c2ccccc2F)c1N,-6%,7%,-9%[11.4 µM],-21%[10 µM],16%,-3%,-9%,-2%
COc1ccc(/C=N/OCC(=O)NCc2cccs2)c(OC)c1,-8%,-8%,5%,-12%[10 µM],-3%,-8%,-12%,-11%
CCc1nnc(NC(=O)Cn2ccc(C(F)(F)F)n2)s1,1%,i,0%,12%[10 µM],-10%,0%,4%,2%
O=S(=O)(NCCn1cccc1)c1ccc2ccccc2c1,0%,-7%,-24%,6%,-9%,-2%,-7%,0%
COc1ccc(CCNC(=O)CN(c2ccccc2)S(=O)(=O)N(C)C)cc1OC,-2%,/,/,/,-6%,?,4%,11%
Cc1ccc(C)c(S(=O)(=O)C(C#N)c2nc3ccccc3nc2N2CCCC2)c1 (stereo unspecified),?,6%,-6%,-18%,-8%,0%,-20%,2%
CC12C=C(/C=C/C=C/c3ccccc3)C(C)(C1)C(/C=C/c1ccccc1)CC2=O (stereo unspecified),?,-2%[11.5 µM],/,16%[10 µM],6%[11.2 µM],1%[11.2 µM],-13%[11.6 µM],-8%[11.6 µM]
COc1ccc(-c2cn3cccc(C)c3n2)cc1Br,?,?,-17%,-4%[10 µM],0%,-1%,?,-2%
COC(=O)[C@@H](NC(=O)NC(C)CCc1ccccc1)C(C)C (stereo partly specified),-9%,10%,-1%,6%,-4%,-4%,3%,5%
CC(C)(C)n1nnnc1C(c1cccc(C(F)(F)F)c1)N1CCC(O)CC1 (stereo unspecified),3%,i,32%[activator],/,-9%,-9%,0%,-3%
Cc1cc(C)n2c(SCC(=O)NCc3ccco3)nnc2n1,-5%,-1%,-1%,-16%,3%,-1%,8%,-4%
O=C(Cn1c(=O)n(-c2ccccc2)c(=O)c2oc3ccccc3c21)Nc1ccccc1,3%,-2%,1%,1%[10 µM],-14%,-4%,-11%,-2%
Cn1c(=O)c2c(nc(CN3CCN(c4ccccc4F)CC3)n2Cc2ccc(F)cc2)n(C)c1=O,?,/,/,/,-8%,-1%,-18%,-6%
Cc1ccc(-c2noc(COc3ccccc3C)n2)cc1,-11%,-5%,94%[activator],-10%,-6%,0%,-7%,-3%
Cc1c(Cl)cccc1NC(=O)CNC(=O)c1ccccc1F,-7%,-9%,2%,31%[10 µM],-1%,4%,-7%,11%

# Continued.
SMILES,Tau fibril ThT,RECQ1 helicase,L3MBTL1 inh,HTT cytoprotect,TRb-SRC2 inh,TexasRed fluor,Tau fluor counter,Tau fibril FP
CCNc1nc(NCC)nc(-n2nc(C)cc2C)n1,1%,0%,-19%,-11%,0%,-3%,3%,-6%
COCCCNC(=O)CCc1ccccc1,4%,i,8%,20%,-5%,0%,13%,12%
CCCOc1ccc(/C=N/NC(=O)CN(c2ccc(OCC)cc2)S(C)(=O)=O)cc1,/,-4%,/,3%[10 µM],0%,-1%,/,/
O=C(NCCc1csc2nc(-c3ccccc3F)nn12)C(=O)Nc1cc(F)ccc1F,4%,/,/,/,1%,4%,-6%,-6%
CCCS(=O)(=O)c1nc(S(=O)(=O)c2ccc(C)cc2)c(NCc2ccc3c(c2)OCO3)s1,2%,-9%,21%,-7%[10 µM],-31%,3%,1%,6%
O=C(NC12CC3CC(CC(C3)C1)C2)C12CC3CC(C1)CC(n1cnc(Cl)n1)(C3)C2,-6%,-13%,4%,9%,-8%,0%,-4%,-1%
S=c1[nH]c2ccc3ccccc3c2[nH]1,-3%,i,-3%,10%[10 µM],-1%,0%,0%,1%
COc1ccc(/C=N/NC(=O)c2ccc3nc[nH]c3c2)cc1OC,?,-1%,-1%,16%[10 µM],-6%,0%,-8%,0%
Cc1ccc(/C=N\Nc2nc3ccc(Cl)cc3[nH]2)o1,?,i,-10%,-23%,-3%,-7%,?,13%
